HT1080NT lethal – qHTS for induction of synthetic lethality in tumor cells producing 2HG: qHTS for the HT-1080-NT fibrosarcoma cell line; hit rate 1.6% among 360,000; HT-1080-NT fibrosarcoma viability, CellTiter-Glo ATP luminescence, 48 h; Potency, µM (doses to about 46.1 µM), inactives show at the highest dose activity, negative = less viability, actives largely listed as cytotoxic;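 also: NT is the 2HG producing partner of a matched IDH1 knockdown line; potency is read from the fitted curve at half-maximal effect; 0% = DMSO-treated cells and -100% = media-only wells without cells; nearly all actives have a fitted effect of over 55% in size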
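Luminescent CellTiter-Glo readout after 48 hours of compound exposure at 37 degrees C defined viability of HT-1080-NT cells. Activity was normalized to DMSO wells and cell-free media wells; concentration-response curves were fitted and assigned curve classes.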
HT1080 IDH1KD tx – qHTS for induction of synthetic lethality in tumor cells producing 2HG: qHTS for the HT-1080-IDH1KD cell line; HT-1080 IDH1 knockdown viability, ATP luminescence, 48 h; Potency, µM (titrated, usually from 46.1 µM), inactives show at the top dose activity, negative = toxicity, hits mostly cytotoxic; hit rate 2% among 360,000;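 also: potency is read from the fitted curve at half-maximal effect; 0% = DMSO wells and -100% = cell-free medium wells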
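In this qHTS, HT-1080 cells depleted of IDH1 are exposed for 48 h at 37 °C to compound titrations. Toxicity is scored from CellTiter-Glo luminescence, with DMSO as full viability and medium alone as none.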
S2 tox – Viability Counterscreen for Primary qHTS for Inhibitors of ATXN expression | hit rate 0.49% among 400,000 | S2 cells (HEK-293 line with an ATXN2-luciferase reporter) viability, CellTiter-Fluor protease fluorescence, 24 h | Potency, µM (highest dose often 56.7 µM), hits mostly cytotoxic; also: potency is read from the fitted curve at half-maximal effect; nearly all actives have a fitted effect of over 40% in size
IL-1B inflam inh – qHTS for Inhibitors of Inflammasome Signaling: IL-1-beta AlphaLISA Primary Screen. THP-1 LPS/ATP IL-1B secretion, AlphaLISA, 16 h; hits give low values. activity change, % at 57.5 µM. hit rate 4.7% among 360,000. AID 743279, 2014; in the data active = activity change below about -50%; inconclusive = mostly about -30% to -49%; also: % is scaled to controls: 0 for no effect and ±100 for the full control effect
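THP-1 cells pretreated 1 hr with compounds (up to 57.5 uM final), then stimulated with LPS (250 ng/mL final) plus ATP (1.25 mM final); secreted IL-1B measured by AlphaLISA after 16 hr, decreased signal indicating inhibition.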
MCF10A rereplic – A quantitative high throughput screen for small molecules that induce DNA re-replication in MCF 10a normal breast cells. Potency, µM (highest dose often 46.1 µM), without a hit: top-dose activity, positive = re-replication, most hits filed as activators. MCF 10A DNA re-replication, Hoechst nuclear intensity, 48 h. hit rate 2.9% among 350,000; also: potency is read from the fitted curve at half-maximal effect; % of control where 0% means no effect; nearly all actives have a fitted effect of over 50% in size
KB-V1 cytotox – qHTS assay for MDR1-selective chemotherapeutics: Primary screen using the drug-selected MDR subline cells KB-V1; hit rate 3.4% among 400,000; Potency, µM (top dose mostly 46.1 µM), without a hit: top-dose activity change, negative = cytotoxicity, actives largely listed as cytotoxic; KB-V1 MDR cells viability, CellTiter-Glo, 72 h; also: potency is read from the fitted curve at half-maximal effect; % is scaled to controls: 0 for no effect and ±100 for the full control effect; nearly all actives have a fitted effect of over 60% in size
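Drug-selected KB-V1 cells, grown in DMEM lacking phenol red with 10% FBS, receive compound titrations; after three days at 37 degrees C, surviving cell ATP is quantified by CellTiter-Glo luminescence and responses normalized and curve-fitted.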
ATXN2 expr inh – Primary qHTS for Inhibitors of ATXN expression. HEK-293 ATXN2-luciferase reporter, luminescence, 24 h. Potency, µM (top dose mostly 57 µM), for inactives: at the top dose activity change, negative = inhibition, most hits filed as inhibitors. hit rate 0.72% among 360,000. AID 1745845, 2022; also: potency is read from the fitted curve at half-maximal effect; % is scaled to controls: 0 for no effect and ±100 for the full control effect; nearly all actives have a fitted effect of over 55% in size
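ATXN2-luciferase reporter cells (luciferase flanked by upstream and downstream ATXN2 gene portions) were treated 24 h at 37 °C with compounds at up to 57 uM. SteadyGlo luminescence gave expression; GF-AFC fluorescence gave viability.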
SW480 rerep – A quantitative high throughput screen for small molecules that induce DNA re-replication in SW480 colon adenocarcinoma cells | AID 624297, 2012 | Potency, µM (highest dose often 46.1 µM), for the others: top-dose re-replication activation, hits mostly activators | SW480 DNA re-replication, Hoechst DNA content imaging, 48 h | hit rate 1.8% among 340,000; also: potency is read from the fitted curve at half-maximal effect; % of control where 0% means no effect; nearly all actives have a fitted effect of over 55% in size
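Image-based read-out: total Hoechst fluorescence of nuclei (405 nm excitation, 500-530 nm emission), with hits raising the fraction of high-intensity nuclei. SW480 colon cells incubated 48 hr with compounds at 37 C.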
KB-3-1 cytotox – qHTS assay for MDR1-selective chemotherapeutics: Primary screen using the parental adenocarcinoma cell KB-3-1 | AID 1347075, 2019 | Potency, µM (doses to about 46.1 µM), for inactives: at the top dose activity change, negative = cytotoxic, most hits filed as cytotoxic | KB-3-1 viability, CellTiter-Glo ATP luminescence, 72 h | hit rate 1.4% among 400,000; also: potency is read from the fitted curve at half-maximal effect; % is scaled to controls: 0 for no effect and ±100 for the full control effect; nearly all actives have a fitted effect of over 60% in size
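Cytotoxicity measured as CellTiter-Glo luminescence after 72 h at 37 C. Compound titrations were pinned onto drug-naive KB-3-1 parental adenocarcinoma cells grown in DMEM with 10% FBS, and normalized data fitted to concentration-response curves.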
An asterisk follows results filed as active; i = inactive; ? = inconclusive; / = no result given; & = joins results of further samples; [ ] = dose if it differs, or a comment. Unless noted, calls follow the shape of the dose curve; as a rule, active = well fitted curve in the direction sought with a large enough effect; inconclusive = small, poorly fitted or top-dose-only effect, or another doubt; inactive = no such curve, though single readings can be large; an effect the other way counts as inactive or inconclusive.

SMILES	HT1080NT lethal	HT1080 IDH1KD tx	S2 tox	IL-1B inflam inh	MCF10A rereplic	KB-V1 cytotox	ATXN2 expr inh	SW480 rerep	KB-3-1 cytotox
Cc1cccc(N2C(=S)NC3c4ccccc4OC2(C)C3C(=O)N(C)C)c1 (configuration not stated)	2%	8%	?	35	2%	-3%	-22%	-18%	-2%
CCOC(=O)N1CCN(C(=O)CSCc2ccccc2Cl)CC1	6%	15%	i	8	-23%	?	23%[11.3 µM]	-16%	-3%
COc1ccc(S(=O)(=O)N2CCN(C(=O)C3CC(=O)N(c4ccccc4F)C3)CC2)cc1OC (configuration not stated)	1%	12%	?	-11	6%	?	/	4%	-1%
CCN(CC)S(=O)(=O)c1ccc(C)c(NC(=O)COC(=O)CNC(=O)c2ccc(C(C)(C)C)cc2)c1	10%	14%	i	13	0%	8%	18%	-5%	2%
CC(C)(C)c1ccc(-n2ncc3c2CCCC3NC(=O)CCN2CCCO2)cc1 (configuration not stated)	-10%	-7%	i	38	?	-8%	-17%	?	-5%
CCn1nc(C(=O)NC2=NCCS2)c2ccccc2c1=O	2%	0%	i	3	2%	2%	0%	-3%	5%
Cc1ccc(NC(=O)C23CCC(C)(C(=O)[C@H]2Br)C3(C)C)cc1 (some centres not stated)	0%	16%	i	-2	1%	-9%	/	-7%	0%
O=c1c(Cl)c(N2CCN(S(=O)(=O)c3ccccc3)CC2)cnn1-c1ccccc1	-4%	-1%	i	1	9%	?	-4%	-4%	-1%
Cc1ccc(CC(=O)NCCC(=O)O)cc1	24%	16%	i	6	-2%	10%	-4%	-6%	7%
Cc1cc(C)c(S(=O)(=O)N(C)CC(=O)NCc2cccnc2)c(C)c1	1%	2%	i	9	-2%	-18%	3%	-3%	10%
COC(=O)c1ccc(S(=O)(=O)NCc2ccco2)n1C	8%	6%	i	/	?	7%	-10%	-13%	-9%
COc1cc(C(=O)Nc2c(C)cc(C)cc2C)c(Br)c(OC)c1OC	25%	7%	i	0	30%	?	-27%	?	-13%
Cc1ccc2[nH]c(CN3CCN(C)C(CCO)C3)c(C)c2c1 (configuration not stated)	-22%	-17%	i	5	?	0%	-3%	-33%[inhibitor]	-14%
CC1CCC(NC(=O)C2CCN(c3c4c(nc5ncnn35)CCC4)CC2)CC1 (configuration not stated)	-14%	-21%	i	40	2%	?	0%	-12%	-16%
COC(=O)c1ccc(/C=N/OCC(=O)NCc2ccc(F)cc2)cc1	-6%	-12%	i	-1	?	-23%	4%	-3%	-6%
COc1cccc(/C=N/NC(=O)c2c(C)nc3ccc(Br)cn23)c1O	?	?	i	187	-12%	-13%	0.63µM*	0.65µM*	?
Cc1oc2ncn(CC(C)C)c(=O)c2c1C(=O)N1CCN(c2ccccc2F)CC1	/	/	i	/	/	-14%	5%	/	-1%
CCOc1cccc(OCCCOc2ccccc2)c1	12%	13%	i	-9	-11%	-4%	27%	-9%	8%
O=C(C1CCCCC1)N1CCC2CC1c1cc(Cl)ccc12 (configuration not stated)	8%	9%	i	7	10%	0%	9%	?	0%
Fc1ccc2c(c1)C1C=CCC1C(c1cc3c(cc1Br)OCO3)N2 (configuration not stated)	?	?	i	21	23µM*	?	-14%	?	?
CCn1c(C(=O)NCc2ccc(F)cc2)cc2oc3ccccc3c21	/	/	i	/	/	?	90%[activator]	/	-29%
CN1CC=C2C(C#N)=C(N)C(C#N)(C#N)C(c3ccsc3)C2C1 (configuration not stated)	-2%	-5%	i	5	-7%	-1%	-7%	-14%	9%
CC(Sc1nnc(Cc2ccccc2)n1C)C(=O)NC1CC1 (configuration not stated)	9%[9.24 µM]	10%	i	-3	9%	0%	0%	-25%	0%
Cc1nnc2c(NCC(C)c3ccccc3)nc3ccccc3n12 (configuration not stated)	6%	0%	?	23	13%	4%	-3%	-9%	?
O=C(O)C1=C(C(=O)Nc2cc(C(F)(F)F)ccc2Cl)CCCC1	15%	2%	i	20	-28%	?	31%[activator]	-22%	0%
O=C(NCCN1CCOCC1)c1ccc(Cl)c(S(=O)(=O)N2CCOCC2)c1	14%	23%	i	i	-5%	-3%	3%	-25%	-3%
COc1cc(OC)c2c(-c3ccccc3)cc(=O)oc2c1C(CC(=O)N1CCOCC1)c1ccc(N(C)C)cc1 (configuration not stated)	0%	-7%	i	4	22%	0%	0%	-2%	-6%
COCCCN(CCNC(=O)c1ccc(NC2=NC3CS(=O)(=O)CC3S2)cc1)Cc1ccco1 (configuration not stated)	-1%	18%	i	-10	0%	1%	-18%	-10%	6%
Cc1ccn(CCC(=O)N2CCc3ccccc32)n1	2%	10%	i	3	-12%	16%	/	-4%	5%
CC1Cc2cc(/C(O)=C3/C(=O)C(=O)N(CCCn4ccnc4)C3c3ccc(F)cc3)ccc2O1 (configuration not stated)	5%	4%	i	-5	2%	1%	8%	-1%	1%

Part of the list above in order of count of non-hydrogen atoms, smallest number first:
SMILES	HT1080NT lethal	HT1080 IDH1KD tx	S2 tox	IL-1B inflam inh	MCF10A rereplic	KB-V1 cytotox	ATXN2 expr inh	SW480 rerep	KB-3-1 cytotox
O=C(O)C1=C(C(=O)Nc2cc(C(F)(F)F)ccc2Cl)CCCC1	15%	2%	i	20	-28%	?	31%[activator]	-22%	0%
Cc1nnc2c(NCC(C)c3ccccc3)nc3ccccc3n12 (configuration not stated)	6%	0%	?	23	13%	4%	-3%	-9%	?
COc1cccc(/C=N/NC(=O)c2c(C)nc3ccc(Br)cn23)c1O	?	?	i	187	-12%	-13%	0.63µM*	0.65µM*	?
Cc1oc2ncn(CC(C)C)c(=O)c2c1C(=O)N1CCN(c2ccccc2F)CC1	/	/	i	/	/	-14%	5%	/	-1%

(continued)
SMILES	HT1080NT lethal	HT1080 IDH1KD tx	S2 tox	IL-1B inflam inh	MCF10A rereplic	KB-V1 cytotox	ATXN2 expr inh	SW480 rerep	KB-3-1 cytotox
O=C(NC(=S)Nc1ccccc1F)c1ccc(Br)o1	3%	5%	i	21	-8%	18%	/	18%	0%
Cc1ccc(NC(=O)Cn2cc(S(=O)(=O)N3CCC(C)CC3)c3ccccc3c2=O)c(Br)c1	/	/	i	/	/	13%	2%	/	1%
Cc1[nH]c2ccccc2c1/C=N/NC(=O)c1cc(C(C)(C)C)[nH]n1	-14%	-2%	i	-11	17%	0%	3%	-12%	3%
Cc1cc2[nH]c(=O)c(=O)[nH]c2cc1S(=O)(=O)N1CCN(c2cccc(Cl)c2)CC1	-3%	-14%	?	5	13%	?	-6%&-2%	-3%	-9%&-2%
Cc1c(NC(=O)C(F)(F)F)ccc2nc3c(=O)n(C)c(=O)n(C)c3nc12	/	/	i	/	/	13µM*	11%	/	-21%
CCC(C)Cn1c(C)nc2ccccc21 (configuration not stated)	2%	-1%	?	38	-5%	1%	-10%	-3%	3%
Cc1ccc(SCC(=O)c2ccc(CC(=O)O)s2)cc1	2%	3%	i	/	-22%	0%	5%	-48%[inhibitor]	-1%
O=C(NCCS(=O)(=O)NC1CCCC1)c1ccccc1	10%	11%	i	-5	-10%	-1%	-17%	-240%[inhibitor]	-2%
COc1ccc(C(=O)N2CCN(C(=O)C3COc4ccccc4O3)CC2)cc1OC (configuration not stated)	28%	15%	i	0	0%	-12%	-33%	-19%	4%
O=C(O)c1ccc(N/N=C/C=C/c2ccccc2[N+](=O)[O-])cc1	-3%	-8%	i	7	1%	-4%	37%	-5%	-14%
Cc1nnc(Sc2cc(C(=O)NCCCN(C)Cc3ccccc3)c3ccccc3n2)s1	-9%	-3%	?	/	9%	?	2%	-6%	?
Cc1ccc(C)c(N2CCN(C(=O)C(C)n3c(C)c4cnn(-c5ccccc5)c(=O)c4c3C)CC2)c1 (configuration not stated)	/	/	i	/	/	-1%	-8%	/	1%
O=C(O)c1cnnc2ccccc12	15%	17%	i	18	-34%[inhibitor]	10%	3%	-8%	?
C=CCC1Cc2c(Br)cccc2C(CC=C)N1 (configuration not stated)	0%	2%	i	0	0.92µM*	-11%	-24%	-24%	-14%
Cc1ccc(NC(=O)c2ccccc2N(C)S(=O)(=O)c2ccccc2)c(C)c1	7%	4%	i	-13	8%	-25%	-4%	1%	6%
COc1ccccc1NC(=O)Nc1ccc(Br)cn1	19%	14%	i	9	0%	26%	2%	-2%	-1%
O=C(CN1CCc2ccccc2C1)NCC(=O)Nc1ccc(F)cc1	-1%	-6%	i	0	-14%	-2%	/	?	16%
COc1ccccc1OCc1csc(N)n1	-2%	-2%	i	10	-2%	?	12%	-9%	18%
O=[N+]([O-])c1ccc(OCc2cccc(COc3ccc([N+](=O)[O-])cc3)n2)cc1	8%	8%	i	-15	13%	-2%	-19%	-3%	10%
COc1ccc(Nc2nc3ccc(Cl)cc3n3nnnc23)cc1OC	/	/	i	/	/	-2%	15%	/	-4%
CC1=C(C)CC(C(=O)NNC(=O)c2cccc(Cl)c2)C(C(=O)O)C1 (configuration not stated)	19%	20%	i	30	-2%	-5%	-5%	1%	-3%
Cc1nc(N[C@@H](Cc2c[nH]c3ccccc23)C(=O)O)c2oc3ccccc3c2n1	-5%	-9%	i	33	17%	-3%	1%	12%	-2%
Cc1ccc(-c2nnn(CC(=O)N(c3ccccc3F)C(C(=O)NCC3CCCO3)c3c[nH]c4ccccc34)n2)cc1 (configuration not stated)	-20%	-24%	?	?	17%	?	-17%	-3%	?
